Abeta rescue: compounds reversing amyloid beta toxicity in yeast; yeast expressing A-beta42, growth rescue, OD600, 48 h; response scale: 0% DMSO, 100% iron-clioquinol control; Potency, µM (series often up to 46.1 µM), without a hit: at the highest dose growth rescue, most hits filed as activators; 0.063% of 410,000 active; also: potency is read from the fitted curve at half-maximal effect; nearly all actives have a fitted effect of over 55% in size
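Yeast growth medium received pinned compounds, then yeast cells expressing toxic A-beta were added; plates incubated at 30 C for 48 hr. Growth read as absorbance at 600 nm, normalized to DMSO and equimolar FeCl3 plus clioquinol controls.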
EPAC1 ag: EPAC1 (human) agonism. Potency, µM (highest dose often 154 µM), for the others: at the highest dose activation, most hits filed as activators. EPAC1 agonist qHTS, biochemical assay; response scale: 100% = response to 6.5 mM cAMP. O95398. 0.073% of 360,000 active; also: potency is read from the fitted curve at half-maximal effect; nearly all actives have a fitted effect of over 60% in size
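Read-out is the fluorescence drop as BODIPY-GDP leaves Rap1B (480 nm excitation, 540 nm emission), recorded every 5 minutes over 30 minutes. Reactions held 100 nM EPAC1, 250 nM Rap1B–BODIPY-GDP and 50 uM GDP, with 6.5 mM cAMP setting full activation.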
aSyn rescue: inhibitors of alpha-synuclein toxicity in yeast; Yeast expressing alpha-synuclein, growth rescue, BacTiter-Glo, 24 h; Potency, µM (highest dose often 46.1 µM), without a hit: top-dose growth rescue (activation), most hits filed as activators; 0.14% of 370,000 active; also: potency is read from the fitted curve at half-maximal effect; % of control where 0% means no effect; nearly all actives have a fitted effect of over 65% in size
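Screening used galactose-induced yeast with toxic alpha-synuclein levels, exposed to compound for 24 hr at 30 deg C. Cell growth, read with BacTiter-Glo luminescence, gave the measured signal.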
IL-2 act: activators of IL-2; IL-2 activation reporter assay, cell-based qHTS; stimulated with anti-CD3/CD4/CD28 beads; in transgenic mouse T cells; 0.065% of 360,000 active; AID 652025; activation, % (series mostly up to about 46 µM); in the data active = activation above about 50%; inconclusive = mostly about 30% to 49%; also: 0% is about no effect
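Using fluorescent plate cytometry, EGFP and DsRed are detected in transgenic mouse T cells stimulated 18 h at 37 degrees C with antibody-coated beads after 60 min compound pretreatment.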
EPAC1 antag: blocks human EPAC1 exchange factor; EPAC1 GEF assay, Rap1b-BODIPY-GDP exchange fluorescence; Potency, µM (top dose mostly 115 µM), for the others: at the top dose activity change, negative = inhibition, most hits filed as inhibitors; 0.14% of 360,000 active; AID 720709;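 also: potency is read from the fitted curve at half-maximal effect; plate controls were vehicle for no effect and positive control for full effect; nearly all actives have a fitted effect of over 50% in size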
PI5P4K alpha inh: PI5P4K alpha (human) kinase inhibition | max response, % | AID 652105 | 1.2% of 330,000 active | PI5P4Kalpha enzyme, ADP-Glo luminescence, 60 min; active compounds read low; active = max response of -50% or lower; inconclusive = between -30% and -50%; inactive = -30% or higher; also: value at the top dose of about 77 µM; % is scaled to controls: 0 for no effect and ±100 for the full control effect
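Single end-point luminescence (ADP-Glo) quantified ADP from PI5P4Kalpha turnover; ATP 5 microM final, 1 h at RT, 0.1% CHAPS and 0.28 mM EGTA in HEPES pH 7.4.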
FUS yeast rescue: FUS proteinopathy suppression in yeast; S. cerevisiae FUS-expressing, growth rescue, OD600, 24 h; 0.24% of 390,000 active; Potency, µM (highest dose often 76.6 µM), for inactives: at the highest dose growth rescue (activation), hits mostly activators;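 also: potency is read from the fitted curve at half-maximal effect; plate controls were DMSO vehicle for no effect and reference control for full effect; nearly all actives have a fitted effect of over 55% in size; some results filed as inactive show a strong effect at the top dose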
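Steps: raffinose overnight preculture; dilution to OD 0.005 in 2% galactose minimal medium; compound addition (concentration series); 24hr at 30C, 99% humidity; absorbance read at 600 nm.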
PLK1 PBD inh: PLK1 (human) polo-box domain binding inhibition; P53350; Potency, µM, inactives show max response, negative = inhibition, usual class: inhibitors; Plk1 PBD binding of FITC phosphopeptide, fluorescence polarization; AID 720504; 2.8% of 360,000 active; also: potency is read from the fitted curve at half-maximal effect; series mostly up to about 57 µM; % is scaled to controls: 0 for no effect and ±100 for the full control effect; nearly all actives have a fitted effect of over 65% in size
WRN helicase inh: inhibitors of human WRN helicase | Q14191 | WRN helicase unwinding, fluorescent forked duplex, kinetic | Potency, µM (titrated, usually from 114 µM), for the others: at the highest dose activity change, negative = inhibition, usual class: inhibitors | 0.46% of 360,000 active; also: potency is read from the fitted curve at half-maximal effect; % is scaled to controls: 0 for no effect and ±100 for the full control effect; nearly all actives have a fitted effect of over 55% in size
Target sequence (Q14191 whole entry, looked up): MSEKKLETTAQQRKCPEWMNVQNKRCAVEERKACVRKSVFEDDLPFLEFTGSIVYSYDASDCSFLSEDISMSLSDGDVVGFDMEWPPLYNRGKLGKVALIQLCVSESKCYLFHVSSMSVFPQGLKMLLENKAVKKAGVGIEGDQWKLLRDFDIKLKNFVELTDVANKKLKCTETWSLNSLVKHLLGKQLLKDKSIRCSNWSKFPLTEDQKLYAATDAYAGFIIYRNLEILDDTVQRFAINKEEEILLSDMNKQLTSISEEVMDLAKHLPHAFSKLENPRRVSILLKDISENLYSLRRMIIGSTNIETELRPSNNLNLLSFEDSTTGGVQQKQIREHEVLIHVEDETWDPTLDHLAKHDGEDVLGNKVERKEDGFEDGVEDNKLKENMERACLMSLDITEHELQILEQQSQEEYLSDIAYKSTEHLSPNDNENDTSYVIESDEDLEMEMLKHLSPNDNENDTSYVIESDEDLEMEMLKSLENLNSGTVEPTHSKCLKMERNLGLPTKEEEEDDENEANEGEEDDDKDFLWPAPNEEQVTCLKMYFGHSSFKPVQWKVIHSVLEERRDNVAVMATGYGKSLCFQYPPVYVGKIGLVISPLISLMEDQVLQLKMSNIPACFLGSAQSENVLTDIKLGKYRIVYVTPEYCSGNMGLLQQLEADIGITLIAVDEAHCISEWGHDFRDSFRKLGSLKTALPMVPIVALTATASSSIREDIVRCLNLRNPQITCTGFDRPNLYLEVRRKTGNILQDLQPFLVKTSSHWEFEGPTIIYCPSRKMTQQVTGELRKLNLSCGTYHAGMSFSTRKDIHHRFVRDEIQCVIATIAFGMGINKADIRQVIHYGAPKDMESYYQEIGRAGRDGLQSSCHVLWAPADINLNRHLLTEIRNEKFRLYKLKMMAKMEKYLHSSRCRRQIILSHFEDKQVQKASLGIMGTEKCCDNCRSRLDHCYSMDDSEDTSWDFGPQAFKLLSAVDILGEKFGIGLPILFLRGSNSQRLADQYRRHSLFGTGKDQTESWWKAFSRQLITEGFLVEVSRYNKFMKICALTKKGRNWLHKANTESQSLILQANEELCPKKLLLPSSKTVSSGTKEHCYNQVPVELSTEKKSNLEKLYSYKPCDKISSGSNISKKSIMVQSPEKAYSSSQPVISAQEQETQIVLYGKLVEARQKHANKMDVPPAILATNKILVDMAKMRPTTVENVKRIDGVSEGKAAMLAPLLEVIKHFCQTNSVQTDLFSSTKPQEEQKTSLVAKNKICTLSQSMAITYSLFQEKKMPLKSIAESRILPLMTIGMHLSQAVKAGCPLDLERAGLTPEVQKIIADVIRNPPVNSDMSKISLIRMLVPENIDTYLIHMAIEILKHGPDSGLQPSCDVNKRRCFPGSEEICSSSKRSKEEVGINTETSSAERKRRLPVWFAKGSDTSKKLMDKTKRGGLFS
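WRN at 20 nM final was preincubated with compound for 15 min at room temperature; reaction started with 100 nM forked duplex oligonucleotide carrying fluorophore and quencher plus 2 mM ATP (final). Unwinding followed kinetically by red fluorescence (ex 525/em 598 nm).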
Numbers without * were called inactive; ? = inconclusive; · = no result given; & = joins results of further samples; [ ] = remark or other dose. Unless noted, calls follow the shape of the dose curve; as a rule, active = well fitted curve in the direction sought with a large enough effect; inconclusive = small, poorly fitted or top-dose-only effect, or another doubt; inactive = no such curve, though single readings can be large; an effect the other way counts as inactive or inconclusive.

SMILES	Abeta rescue	EPAC1 ag	aSyn rescue	IL-2 act	EPAC1 antag	PI5P4K alpha inh	FUS yeast rescue	PLK1 PBD inh	WRN helicase inh
CCN(CC)S(=O)(=O)c1ccc(/C=C/C(=O)Nc2cccc(F)c2)cc1	10%	1%	0%	-4.6	-17%	-5	·	5%	-11%
COc1cccc(S(=O)(=O)N(C)C[C@H]2OCc3cnnn3CCCC(=O)N([C@@H](C)CO)C[C@@H]2C)c1	-7%	-15%	2%	-2.6	22%	-13	8%	-6%	4%
Cc1ccc(CNC(=O)c2cc(-c3ccccc3)n(Cc3cc(C)no3)n2)cc1	8%	2%	-4%	-2.2	-13%	-6	32%	2%	-14%
O=c1cc(-c2ccccc2F)nc(-c2ccccc2F)o1	-2%	-3%	-4%	0.5	11%	0	-17%	-2%	3%
CSCCC(NC(=O)COc1ccccc1)C(=O)OCC(=O)c1cc2ccccc2o1 (stereo not drawn)	-3%	15%	-9%	-2.4	-2%	·	37%	-8%	-6%
CN(CC(=O)Nc1cccc(F)c1)C(=O)c1ccc2c(c1)CC(c1ccccc1)OC2=O (stereo not drawn)	14%	8%	1%	-1.6	3%	-6	25%	3%	-10%
CCCCn1c(N)c(N(CCC(C)C)C(=O)CSc2nnc(C)s2)c(=O)[nH]c1=O	-3%	-11%	-8%	-1.2	14%	·	16%	-2%	3%
O=C(CNCC1CCCO1)Nc1ccccc1N1CCOCC1 (stereo not drawn)	4%	1%	6%	-1.3	-10%	·	6%	-2%	-1%
N#CC1(NC(=O)Cn2cc(C(F)(F)F)cc(Cl)c2=O)CCCCC1	9%	3%	7%	-6.2	11%	-2	-2%	0%	-9%
Cc1ccc(/C=C2\SC(N3CCN(C(c4ccccc4)c4ccccc4)CC3)=NC2=O)o1	-1%	1%	4%	-3.9	-6%	?	·	-10%	-24%
CCCOc1ccc(C(=O)N(Cc2cccs2)C2CCS(=O)(=O)C2)cc1 (stereo not drawn)	17%&3%	-21%	6%	-0.5	-8%	1	20%&2%	-8%	-16%
O=C(NC(=S)NC1CCCc2ccccc21)c1ccc(F)cc1 (stereo not drawn)	?	10%	-21%	-6.2	3%	-4	-21%	?	-6%
COc1ccc2c3c(c(=O)oc2c1OCC(=O)O)CCCC3	17%	5%	2%	0.7	1%	7	0%	-2%	-15%
Cn1c(=O)c2c(ncn2CC(=O)N2CCN(c3ccccc3)CC2)n(C)c1=O	4%	-5%	3%	-0.9	-12%	-2	13%	-1%	-1%[57.1 µM]
CC(C(=O)N1CCCCC1)N(C)CC(=O)Nc1ccc(Cl)cc1 (stereo not drawn)	2%	-8%	-1%	-1.1	14%	-22	-3%	12µM*	3%
CCOCN(C(=O)Cn1cnc2ccccc21)c1c(C)cccc1CC	-3%	-6%	7%	-1.9	20%	10	21%	-3%	11%
c1ccc(COc2ccc(OCCCCN3CCCC3)cc2)cc1	-12%	12%	10%	-0.5	-15%	-6	6%	-11%	11%
CC(=O)c1ccc(Nc2nc(N3CCOCC3)nc(N3CCOCC3)n2)cc1	3%	7%	1%	-0.3	11%	-2	12%	-2%	11%
NNC(=O)C1CC(O)CN1S(=O)(=O)c1ccc(Cl)cc1 (stereo not drawn)	12%	5%	2%	-0.8	-6%	0	6%	-6%	0%
CC(=O)Nc1ccc(NC(=O)C(C)OC(=O)c2ccc(-n3cnnn3)cc2)cc1 (stereo not drawn)	4%	3%	-3%	-5.2	3%	6	?	-5%	-23%
C/C=C/c1ccc(OCCCn2cncn2)c(OC)c1	12%	1%	-6%	0.2	-20%	-10	3%	0%	-2%
COc1ccc(C(NC(=O)C2CCN(CCOc3ccccc3)CC2)c2ccccn2)cc1 (stereo not drawn)	2%	9%	2%	0.5	-5%	1	5%	-1%	0%
Cc1cc2c(cc1C)[n+](C)cn2CC(O)COCC1CC=CCC1 (stereo not drawn)	-24%	-9%	1%	-3.1	-1%	1	9%	-23%	5%
Cn1c(-c2ccc(F)cc2)cnc1NCc1cccc(F)c1	4%	3%	-15%	-1.3	-13%	-2	18%	-6%	11%
CCOc1ccccc1N(C(=O)CNC(=O)c1ccco1)C(C(=O)NC1CCCC1)c1cccnc1 (stereo not drawn)	2%	8%	0%	-0.9	-16%	-3	5%	4%	3%

Later entries
SMILES	Abeta rescue	EPAC1 ag	aSyn rescue	IL-2 act	EPAC1 antag	PI5P4K alpha inh	FUS yeast rescue	PLK1 PBD inh	WRN helicase inh
COc1ccc(N=C2C(=Nc3ccc(OC)cc3)N(c3ccc(OC)cc3)C(=S)N2C)cc1	-7%	10%	0%	-1.2	-8%	·	31%	-5%	-12%
Cc1ccc(C2CC(c3ccccc3)=NN2C(=O)CSc2nnc(-c3ccc(Cl)cc3)o2)o1 (stereo not drawn)	-11%	-7%	-6%	1.1	-1%	0	15%	-8%	0%
CC(=O)N1CC(C)Oc2ccc(S(=O)(=O)NC(CC(=O)O)c3cc(C)ccc3C)cc21 (stereo not drawn)	10%	-2%	0%	0.0	-11%	6	39%	-7%	-1%[57.1 µM]
CSc1nc2ccc(NC(=O)c3c(F)cccc3F)cc2s1	-18%	7%	-2%	-0.9	-1%	7	1%	2%	-12%
CCOC(=O)C1=CCN(S(=O)(=O)c2ccccc2F)C1c1ccc(C)cc1 (stereo not drawn)	17%	2%	2%	-0.5	-8%	2	35%	-3%	-7%
Cc1ccc2[nH]c(=O)c(CN(CCN3CCOCC3)C(=O)Nc3ccc(F)cc3)cc2c1	21%	0%	2%	-0.6	0%	7	-2%	-2%	-3%
Cc1ccccc1NC(=O)Cc1nc(COC(=O)c2ccccn2)cs1	-1%	-5%	9%	0.9	2%	-13	20%	-5%	7%
CCOc1ccc(Cn2nnc(C(=O)NCCc3ccc(Cl)cc3)c2N)cc1	-3%	2%	-4%	-1.3	-9%	8	-5%	-4%	-3%
COc1ccc(NC(=O)C2(C)CCN2CCOc2ccc(C)cc2)cc1OC (stereo not drawn)	-17%	4%	1%	-0.6	-6%	8	-16%	-5%	0%[57.1 µM]
CC1CCN(C(=O)C2CCN(S(=O)(=O)c3cccc4cccnc34)CC2)CC1	-3%	18%	6%	-0.4	-14%	0	4%	-4%	-5%
Cc1c(NC(=O)C2CCCN2C(=O)c2cccs2)c(=O)n(-c2ccccc2)n1C (stereo not drawn)	1%	0%	1%	-0.9	0%	-3	44%	-1%	7%
S=C(NCCc1cnc[nH]1)NC1CCCC1	-10%	3%	-9%	0.1	7%	2	-9%	-22%	-4%
CCC1(C)Cc2ccccc2C(=O)N1 (stereo not drawn)	6%	1%	0%	0.9	-1%	-2	-3%	0%	1%
CCOc1ccccc1NC(=O)Nc1ccc2c(c1)OCO2	12%	-6%	-8%	0.0	-3%	0	20%	4%	-16%
Cc1ccccc1CN1C(=O)c2ccccc2S1(=O)=O	28%	8%	12%	-0.3	-22%	-4	23%	-16%	6%
C/C(=N/NS(=O)(=O)c1ccc(Br)cc1)c1ccc(C)o1	-8%	9%	-2%	1.0	3%	1	-33%	-16%	3%
CC1(C)O[C@@H]2[C@H](O1)[C@@H](CO)O[C@H]2n1ccc(=O)[nH]c1=O	-15%	-27%	-2%	-2.2	17%	6	-10%	-3%	-4%
COc1cccc(NS(=O)(=O)c2ccc3c(c2)NC(=O)C(C)S3)c1 (stereo not drawn)	13%	9%	-6%	-3.0	-19%	1	9%	-15%	7%
O=c1nc2s/c(=C\c3ccc(-c4ccccc4[N+](=O)[O-])o3)c(=O)n2nc1-c1ccccc1	6%	112µM*	8%	-0.8	61%[activator]	?	·	?	14µM*
Cc1nnnn1/C(=C\c1ccccc1)C(=O)OCC(=O)Nc1cccc(S(=O)(=O)N(C)C)c1	7%	13%	5%	-0.4	-7%	-2	?	-22%	-17%
Cc1cc(C)n(-c2ccc(Cl)c(C(=O)Nc3ccc(-c4nnc5n4CCCCC5)cc3)n2)n1	-3%	-8%	-1%	-1.0	11%	-11	?	-20%	4%
CC(=O)N(Cc1cccnc1)Cc1cc2ccc(C)cc2[nH]c1=O	-9%	6%	-5%	3.7	12%	3	2%	-6%	8%
CC(=O)Nc1cc(-c2ccc(C(=O)NC3CC3)cc2)cn2c(-c3cccc(C(F)(F)F)c3)cnc12	9%	-8%	1%	-0.2	4%	-27	?	-12%	0%
CC1CCC(NS(=O)(=O)c2ccc(N3CCCC3=O)cc2)CC1 (stereo not drawn)	-5%	0%	0%	-4.2	6%	0	13%	-8%	-7%
CCOC(=O)C1CCN(S(=O)(=O)C(F)(F)c2nc3ccccc3s2)CC1	-16%	14%	-15%	-2.5	1%	·	17%	-21%	-7%[57.1 µM]
CCCCN(Cc1cc2cc(OC)ccc2[nH]c1=O)S(=O)(=O)c1ccc(C)cc1	1%	-6%	-3%	-4.3	?	-12	-13%	-7%	-2%
O=C(CSc1nnc(-c2ccccc2)o1)Nc1ccccc1F	-10%	-1%	8%	-1.5	-28%	0	-7%	21µM*	-3%
COc1ccc(CCNC(=O)CO/N=C/c2cc3c(cc2Br)OCO3)cc1OC	6%	3%	-3%	1.0	-7%	-4	12%	-3%	1%
COc1ccc(CCNc2oc(COc3ccc(F)cc3)nc2C#N)cc1	12%	0%	-3%	0.6	-8%	3	34%	-7%	-16%

Screening data as filed in PubChem.
